NOD2-RIPK2 inh: NOD2-RIPK2 binding disruptors in cells, primary screen, fluorescence, CHO cells, BLA complementation | Receptor-interacting serine/threonine-protein kinase 2 (Homo sapiens), O43353 | CCF4 ratio | inhibition, % at 4.98 µM | 360,000 tested, 0.38% active; in the data active = inhibition above about 21%;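 note: 0% = vehicle only and 100% = reference blocker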
NCOA3 inh: SRC3 coactivator transcriptional activity inhibitors, primary screen, cell-based, luminescence; AID 588352, 2011; HEK293 GAL4-SRC3 luciferase reporter; Nuclear receptor coactivator 3 (Homo sapiens), Q9Y6Q9; 360,000 tested, 0.17% active; inhibition, % at 3.6 µM;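 active = inhibition above a per-campaign cutoff, the mean of all compounds plus 3 SD, cut at about 60% in these data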;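 note: 0% = DMSO-treated cells and 100% = gossypol-treated cells at 36 µM; higher means less SRC3-driven luciferase light from the GAL4 reporter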
ABHD5-PLIN5 inh: ABHD5-PLIN5 interaction inhibitors, primary screen, cell lysate, split luciferase complementation, luminescence | Perilipin-5 (Homo sapiens) + 1-acylglycerol-3-phosphate O-acyltransferase ABHD5 (Homo … | Split G. princeps luciferase complementation, 4 h | inhibition, % at 4 µM | 360,000 tested, 0.78% active;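 active = inhibition above the mean inhibition across every tested compound plus 3 SD, cut at about 22% in these data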;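 note: 0% = DMSO only wells and the 100% control is not disclosed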
LRH-1 inv ag: LRH-1 (NR5A2) inverse agonists, primary screen, cell-based, luminescence, HEK293T, StAR-luciferase reporter. AID 602396, 2012. Nuclear receptor subfamily 5 group A member 2 (Homo sapiens), O00482. LRH-1 transfected, 24 h. inhibition, % at 3.6 µM. 360,000 tested, 0.13% active;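 active = inhibition above the mean inhibition of all tested compounds plus 3 SD, cut at about 73% in these data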;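 note: 0% = DMSO wells and 100% = reporter-only cells lacking LRH-1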
Target sequence (O00482 whole entry, looked up): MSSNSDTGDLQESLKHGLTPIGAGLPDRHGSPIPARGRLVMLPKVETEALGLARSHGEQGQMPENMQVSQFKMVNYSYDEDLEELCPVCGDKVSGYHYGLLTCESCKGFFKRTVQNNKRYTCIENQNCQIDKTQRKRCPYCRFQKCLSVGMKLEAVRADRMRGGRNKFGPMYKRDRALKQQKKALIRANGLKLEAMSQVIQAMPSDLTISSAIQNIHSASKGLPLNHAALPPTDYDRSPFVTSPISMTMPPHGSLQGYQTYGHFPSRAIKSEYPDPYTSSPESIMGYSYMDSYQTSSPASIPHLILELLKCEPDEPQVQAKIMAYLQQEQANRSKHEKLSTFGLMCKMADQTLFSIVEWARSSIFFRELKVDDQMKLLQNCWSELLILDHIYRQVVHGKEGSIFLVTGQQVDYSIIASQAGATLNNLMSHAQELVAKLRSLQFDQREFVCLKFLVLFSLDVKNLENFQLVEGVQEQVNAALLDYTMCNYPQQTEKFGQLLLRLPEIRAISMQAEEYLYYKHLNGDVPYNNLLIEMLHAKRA
MC4R ag barr: MC4R agonists recruiting beta-arrestin, primary screen, cell-based, luminescence, agonist arm of biased-ligand search | U2OS MC4R beta-arrestin complementation; percent of melanotan II response, DMSO zero | activation, % at 8.9 µM | 360,000 tested, 0.98% active;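 active = activation above a per-plate cutoff, the mean activation of sample wells on that plate plus 3 SD, cut at about 8% in these data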
Target sequence (P32245 whole entry, looked up): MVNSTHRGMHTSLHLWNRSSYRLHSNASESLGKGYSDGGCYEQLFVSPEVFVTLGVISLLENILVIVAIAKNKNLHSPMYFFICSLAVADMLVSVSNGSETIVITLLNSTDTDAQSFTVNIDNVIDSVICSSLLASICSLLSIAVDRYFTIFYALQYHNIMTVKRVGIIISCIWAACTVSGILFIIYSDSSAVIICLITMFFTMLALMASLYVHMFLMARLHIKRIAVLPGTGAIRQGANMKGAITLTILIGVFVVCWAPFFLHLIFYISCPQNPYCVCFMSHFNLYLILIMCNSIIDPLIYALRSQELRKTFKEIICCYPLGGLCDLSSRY
NCOA1 inh: SRC1 coactivator transcriptional activity inhibitors, primary screen, cell-based, luminescence; HEK293 GAL4-SRC1 luciferase reporter; 360,000 tested, 0.12% active; AID 588354, 2011; Nuclear receptor coactivator 1 (Homo sapiens), Q15788; inhibition, % at 3.6 µM;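 active = inhibition above the campaign mean plus 3 SD, with each screening campaign given its own cutoff, cut at about 60% in these data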;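 note: 0% = DMSO treated cells and 100% = gossypol at 36 µM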
NR2F2 inh: NR2F2 transcriptional activity inhibitors, primary screen, cell-based, luciferase reporter, HEK293T, luminescence. inhibition, % at 8.6 µM. HEK293T NGFI-A luciferase reporter. 370,000 tested, 0.7% active. COUP transcription factor 2 (Homo sapiens), P24468;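 active = inhibition above a per-plate cutoff, mean inhibition of test wells between control levels plus 3 SD, cut at about 38% in these data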;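 note: cells cotransfected with COUP-TFII expression vector driving the NGFI-A reporter; 0% = median of COUP-TF2 test wells and 100% = reporter-only cells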
LMP1 NFkB inh: EBV LMP1-driven NF-kappaB luciferase reporter inhibitors, primary screen, cell-based, luminescence, single point. LMP1-induced NF-kappaB luciferase reporter cells. inhibition, % at 12.5 µM. 350,000 tested, 0.69% active. AID 504558, 2011; in the data active = inhibition above about 41%;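 note: 0% = neutral control wells and 100% = reference inhibitor control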
TLR9-MyD88 block: inhibitors of TLR9-MyD88 association in cells, primary screen, cell-based, CHO, BLA complementation, fluorescence; inhibition, % at 4.98 µM; AID 504734, 2011; CCF4 FRET ratio; 340,000 tested, 0.21% active;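 active = inhibition above the mean over all tested compounds plus 3 SD, cut at about 21% in these data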;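 note: 0% = DMSO only wells and 100% = clavulanate BLA inhibitor control wells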
SRC2 inh: inhibition of GAL4-SRC2 driven luciferase reporter, primary screen, SRC2 inhibitor project, cell-based, luminescence. HEK293 GAL4-SRC2 luciferase reporter. inhibition, % at 9 µM. 370,000 tested, 0.17% active. Nuclear receptor coactivator 2 (Homo sapiens), Q15596;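 active = inhibition above the mean inhibition of all tested compounds plus 3 SD, set per campaign, cut at about 52% in these data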;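 note: 0% = DMSO treated cells and 100% = cells given Gossypol at 36 µM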
MC4R antagonist: MC4R antagonists of cAMP signaling, primary screen, cell-based, TR-FRET, antagonist arm of biased-ligand search; inhibition, % at 6.5 µM; MC4R-expressing cells, MTII-stimulated cAMP, LANCE TR-FRET; AID 540295, 2011; Melanocortin receptor 4 (Homo sapiens), P32245; 360,000 tested, 0.48% active;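 active = inhibition above its plate's cutoff, the mean of tested wells on that plate plus 3 SD, cut at about 29% in these data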;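 note: 0% = Melanotan II alone and 100% = Melanotan II plus saturating MCL0020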
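Assay system: U2OS-MC4R stable cell line; Also added: Melanotan II; Technique: Eu-cAMP/anti-cAMP TR-FRET, emission 671 nm; Times: 30-min compound, 1-h challenge, 1-h detection, room temperature.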
The depositor's hits bear a star; x = no result given.

MC4R ag barr	ABHD5-PLIN5 inh	NOD2-RIPK2 inh	NCOA3 inh	LRH-1 inv ag	MC4R antagonist	SRC2 inh	NCOA1 inh	TLR9-MyD88 block	LMP1 NFkB inh	NR2F2 inh	Molecule
-1.5	11	4	-4	53	-18	9	-52	-6	-11	13	Cc1cc(C(=O)N/N=C/c2ccc([N+](=O)[O-])o2)c(C)o1
-0.6	-2	-1	-11	-1	3	-5	-3	6	-12	-16	C=CCNC(=O)N1CCC(c2nc3ccccc3s2)CC1
-0.4	2	1	-5	-14	19	-24	-16	11	-10	12	CCCN(CC(=O)Nc1ccccc1OC)C(=O)c1ccc(S(=O)(=O)Nc2ccccc2OC)cc1
-2.3	-8	-12	-38	-49	-1	-23	-37	8	-7	-10	CCOC(=O)Cc1csc(NC(=O)/C=C\c2ccccc2)n1
-0.2	14	-1	-6	-13	6	-3	-8	4	-3	17	O=C(CNC(=O)CNC(=O)c1ccc(Cl)cc1Cl)NCc1cccc(Cl)c1
2.0	8	10	17	-9	-1	-33	-2	9	5	-12	COc1ccc(/C=C/C(=O)OCc2csc(-c3ccccc3)n2)cc1OC
-0.6	-7	-6	0	7	-1	-1	-9	1	3	8	CCOc1ncccc1C(=O)Nc1ccc(S(=O)(=O)Nc2cc(C)nc(C)n2)cc1
-0.4	4	-20	-90	-210	-3	-53	-91	-11	-2	-34	COc1ccc2nc(-c3ccccc3)[nH]c2c1
-2.1	-1	4	7	-13	14	5	0	2	-2	18	COc1ccccc1NC(=O)CSc1nc(O)c(Cc2ccccc2)c(=O)[nH]1
0.2	-1	-6	5	-4	-1	6	-15	0	-5	7	Cc1ccc(OCc2n[nH]c(=S)n2N)cc1C
26*	10	6	1	-5	9	x	7	5	-1	x	CCc1ccc(CNC(=O)C2CCN(c3nnc(C)c4c(C)n(-c5ccc(C)cc5)nc34)CC2)cc1
-0.4	-5	-8	9	2	13	10	12	-3	-2	1	Cc1cccc(OCC(O)CN2CCN(c3ccccn3)CC2)c1C (stereo not given)
-0.9	-1	-17	5	17	16	-14	-9	-3	-1	2	COc1ccc(CNC(=O)C(c2ccco2)N(C(=O)c2csnn2)c2cccc(C)c2C)cc1 (stereo not given)
0.5	-2	-12	-70	-155	-3	-37	-43	5	-19	-32	CC(C)Oc1ccc(Nc2ncnc3ccccc23)cc1
-1.8	-4	-3	13	15	11	16	-4	11	-6	-5	C/C(=C\CNc1ncnc2nc[nH]c12)CO
-1.6	-4	-5	-4	9	3	3	4	-8	2	-8	CCOc1ccc(C(=O)n2cc(C(=O)OC)c3ccccc32)cc1OCC
-1.2	-5	-1	8	2	0	16	-4	-12	x	-13	O=C(O)CN1C(=O)CSC1=S
-2.4	-8	2	-53	-50	16	-50	-49	-7	0	-18	Cc1cc(-c2nnc(-c3cccc(C(F)(F)F)c3)o2)no1
-1.2	-3	-15	7	-23	11	-13	5	-5	0	2	NCc1ccccc1CS(=O)(=O)N1CCOCC1
-1.8	3	3	24	20	5	2	-1	3	-2	5	CC(C)n1c(SC2C(=O)CC(C)(C)CC2=O)nc2c1c(=O)n(C)c(=O)n2C

Full records from above:
Results for CCOc1ccc(C(=O)n2cc(C(=O)OC)c3ccccc32)cc1OCC : MC4R ag barr = -1.6; ABHD5-PLIN5 inh = -4; NOD2-RIPK2 inh = -5; NCOA3 inh = -4; LRH-1 inv ag = 9; MC4R antagonist = 3; SRC2 inh = 3; NCOA1 inh = 4; TLR9-MyD88 block = -8; LMP1 NFkB inh = 2; NR2F2 inh = -8
Results for CCOC(=O)Cc1csc(NC(=O)/C=C\c2ccccc2)n1 : MC4R ag barr = -2.3; ABHD5-PLIN5 inh = -8; NOD2-RIPK2 inh = -12; NCOA3 inh = -38; LRH-1 inv ag = -49; MC4R antagonist = -1; SRC2 inh = -23; NCOA1 inh = -37; TLR9-MyD88 block = 8; LMP1 NFkB inh = -7; NR2F2 inh = -10
Results for C/C(=C\CNc1ncnc2nc[nH]c12)CO : MC4R ag barr = -1.8; ABHD5-PLIN5 inh = -4; NOD2-RIPK2 inh = -3; NCOA3 inh = 13; LRH-1 inv ag = 15; MC4R antagonist = 11; SRC2 inh = 16; NCOA1 inh = -4; TLR9-MyD88 block = 11; LMP1 NFkB inh = -6; NR2F2 inh = -5

The listing picks up; the 3 compounds before the break are reprinted first.
MC4R ag barr	ABHD5-PLIN5 inh	NOD2-RIPK2 inh	NCOA3 inh	LRH-1 inv ag	MC4R antagonist	SRC2 inh	NCOA1 inh	TLR9-MyD88 block	LMP1 NFkB inh	NR2F2 inh	Molecule
-2.4	-8	2	-53	-50	16	-50	-49	-7	0	-18	Cc1cc(-c2nnc(-c3cccc(C(F)(F)F)c3)o2)no1
-1.2	-3	-15	7	-23	11	-13	5	-5	0	2	NCc1ccccc1CS(=O)(=O)N1CCOCC1
-1.8	3	3	24	20	5	2	-1	3	-2	5	CC(C)n1c(SC2C(=O)CC(C)(C)CC2=O)nc2c1c(=O)n(C)c(=O)n2C
9.4*	-8	-3	16	10	-9	11	5	-3	-3	-9	CCOc1ccc(Cn2nnc(C(=O)Nc3cc(C)cc(C)c3)c2N)cc1
0.0	0	-3	-2	-9	16	-2	-9	-8	2	-6	Cc1cc2c(ncn2Cc2ccccc2)c([N+](=O)[O-])c1C
-2.1	0	1	12	10	8	18	-14	1	-9	-7	CC1C(=O)N2CCCc3cc(S(=O)(=O)NCc4ccccc4Cl)cc1c32 (stereo not given)
-1.6	-3	-2	3	-3	-1	-5	17	-10	2	-5	COC(=O)c1cccc(N2C(=O)C3C4C=CC(CC4)C3C2=O)c1 (stereo not given)
-2.1	-2	-9	-44	-103	3	-74	-115	-7	31	-32	C/C(=N\N1C(=O)c2ccccc2NC1c1ccccc1)c1ccccc1O (stereo not given)
1.4	16	7	17	3	7	-4	10	8	0	3	C[C@@H]1CN([C@H](C)CO)S(=O)(=O)c2ccc(Br)cc2O[C@H]1CN(C)C(=O)Nc1cccc(F)c1
7.1	-1	0	9	-21	15	-26	-12	-3	7	13	CN(Cc1ccccc1)Cc1nc2c(c(=O)n(C)c(=O)n2C)n1Cc1ccccc1Cl
0.7	-11	-4	-29	-81	-1	13	-45	4	3	-5	COc1ccc(-c2cn3c(C)c(C(=O)Nc4cccc(C)n4)sc3n2)cc1
-0.7	-5	-3	20	-1	-6	15	-14	4	1	2	COc1ccc(NC(=O)c2nn(C)cc2[N+](=O)[O-])cc1
-2.2	-15	0	5	13	0	-14	1	4	7	12	CCOc1cc(C(c2c(C)[nH][nH]c2=O)c2c(C)[nH][nH]c2=O)ccc1OS(=O)(=O)c1ccccc1
-2.5	4	-3	10	2	5	-31	-6	-2	-2	21	O=[N+]([O-])c1ccccc1S(=O)(=O)NCCc1ccncc1
-0.9	-6	2	-12	18	1	-17	7	-9	3	-3	COc1ccc(OC)c(C(=O)NC(CC(N)=O)c2ccc(NC(C)C)c([N+](=O)[O-])c2)c1 (stereo not given)
-2.6	6	9	-2	-6	-1	-12	18	-15	4	-10	CC(=O)Nc1ccc(S(=O)(=O)NCc2nc(-c3ccc(C)cc3)no2)cc1
-1.9	11	-17	-5	1	4	-32	7	-9	5	0	Cc1onc(-c2ccccc2)c1C(=O)Nc1cccc(S(=O)(=O)NC2=NCCC2)c1
-0.7	2	1	-8	-7	-4	-19	-6	-7	-6	17	O=C(O)c1ccc(CNC(=O)c2ccc(S(=O)(=O)N3CCCCC3)cc2)cc1
0.3	-3	3	-12	-28	1	-24	0	4	9	-16	CCOC(CNc1ncnc2sc(-c3ccccc3)cc12)OCC
0.3	-12	-5	3	1	1	-11	-4	-3	-12	8	COC(=O)CN1C(c2ccc(Cl)cc2)=Nc2ccc(Cl)cc2C1c1ccccc1 (stereo not given)
-2.1	3	-8	-21	-30	15	-61	-66	-7	-8	2	Cc1cc(=O)n2[nH]c(-c3ccc(F)cc3)nc2n1
-1.4	0	0	-48	-44	2	-41	-49	0	-3	1	COc1nccnc1NS(=O)(=O)c1ccc(NCc2cc(Br)ccc2O)cc1
0.8	-2	7	-57	-57	9	-49	-103	-14	-6	-40	CCOC(=O)c1ccc2c(c1)NCc1cccc(OC)c1O2
0.4	8	-16	9	10	6	-10	5	8	-4	7	NS(=O)(=O)c1ccc(CCNC(=S)Nc2ccccc2)cc1
-0.8	-8	2	-23	-4	1	9	-5	0	5	7	CN(C)c1ccc(O)c2c1CC1CC3C(N(C)C)C(=O)C(C(N)=O)=C(O)[C@@]3(O)C(=O)C1=C2O (stereo not given in full)

Screening results from PubChem.

Not all compounds are listed, so the mix of outcomes need not match the whole.
